Source: PubChem
KOR beta-arrestin-1 – kappa opioid receptor blockers – cell-based, luminescence, uHTS (AID 1778) | KOR beta-arrestin recruitment, luminescence, antagonist mode; higher % means a stronger effect | one-dose inhibition, % at 10 µM; IC50 in µM for titrated hits | 290,000 compounds, 0.091% hits; also: strong numbers were not always called active
M1AAP inhibition – P. falciparum M1AAP inhibitors, biochemical, fluorogenic H-Leu-NHMec substrate, 1536-well (AID 1445); recombinant M1AAP, H-Leu-NHMec fluorogenic kinetic assay; higher % means a stronger effect; inhibition, % at 30 µM; hits with a dose series show IC50 in µM; 220,000 compounds, 0.42% hits;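 active = primary inhibition above the hit cutoff, then over 50% inhibition at one or more dose response concentrations, cut at about 23% in these data, passing the limit was not always enough; inconclusive = conflicting primary data, or primary hits not chosen for dose response; inactive = low primary inhibition, or under 50% at every dose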;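 also: plate controls were DMSO full reaction for no effect and no enzyme background for full effect; strong numbers were not always called active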
KOR beta-arrestin-2 – kappa opioid receptor activators – cell-based, luminescence, uHTS, primary screen (AID 1777); KOR beta-arrestin recruitment, luminescence; higher % means a stronger effect; activation, % at 10 µM, or EC50 in µM where a hit was titrated; 280,000 compounds, 0.02% hits; in the data active = activation above about 50%, passing the limit was not always enough; also: a part of the inactive calls stands beside numbers as strong as those of hits
AID2073 – disruptors of CaV2.2 binding to Mint1 – biochemical, HTRF (AID 2073). HTRF protein-protein interaction, Mint1-CaV2.2; higher % means a stronger effect. inhibition, % at 20 µM, or IC50 in µM where a hit was titrated. 290,000 compounds, 0.19% hits; in the data active = inhibition mostly above about 51%, no sharp cut-off; inconclusive = no clear call, values can overlap the other calls; inactive = mostly below about 53%; also: some results filed as inactive read as strong as hits
M17LAP inhibition – P. falciparum M17LAP inhibitors, primary screen, biochemical, fluorogenic H-Leu-NHMec substrate, 1536-well (AID 1619). one-dose inhibition, % at 30 µM; IC50 in µM for titrated hits. 220,000 compounds, 0.38% hits. recombinant M17LAP, H-Leu-NHMec fluorogenic kinetic assay; higher % means a stronger effect;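 active = compound inhibiting the enzyme by more than half at any dose during confirmatory dose-response retesting; inconclusive = strong single-dose inhibitors picked by rank but not retested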;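 also: plate controls were full reaction with DMSO carrier for no effect and no enzyme background for full effect; strong numbers were not always called active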
NOD1 NF-kB reporter – inhibition of NOD1-driven NF-kB reporter – cell-based, luminescence, uHTS, primary screen (AID 1578); NOD1-driven NF-kB luciferase reporter cells, luminescence; higher % means a stronger effect; inhibition, % at 4 µM; hits with a dose series show EC50 in µM; 290,000 compounds, 1% hits; in the data active = inhibition mostly above about 36%, no sharp cut-off; inactive = mostly below about 34%;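 also: HEK-293T reporter cells stimulated with the NOD1 agonist gamma-tri-DAP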
Dynein cargo inh – blocks dynein driven cargo transport along microtubules; 220,000 compounds, 0.47% hits; 3617.4 mouse cells, GR-EGFP nuclear translocation imaging; test concentration mostly 20 µM; stimulated with dexamethasone, 1 µM; active compounds read low; AID 1381; z-score, hits read low;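 active = plate z-score of nuclear minus cytoplasmic receptor signal below a set negative limit, without overly bright fluorescence or cell loss, cut at about -3.5 in these data, passing the limit was not always enough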;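 also: z-score of nuclear minus cytoplasmic ring GR-EGFP intensity difference per well; some compounds called inactive have numbers as strong as hits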
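Medium: Induction medium lacking tetracycline, stripped serum | Probe or stimulus: 1.0 µM final dexamethasone stimulus | Schedule: 48 h induction, then 1 h compound, then 30 min agonist, 37 °C | Signal: Automated 10x imaging of fixed Hoechst-stained cells | Evaluation: Per-cell GR-EGFP intensity, nucleus versus surrounding cytoplasmic ring, well-averaged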
GPR55 activation – GPR55 agonists via beta-arrestin recruitment, primary screen, imaging, U2OS cells, beta-arrestin-GFP redistribution (AID 1961); U2OS GPR55 beta-arrestin-GFP redistribution imaging; higher % means a stronger effect; activation, % at 10 µM, or EC50 in µM where a hit was titrated; 290,000 compounds, 0.048% hits;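 active = activation above 40% with more than 50 cells counted in the well; inconclusive = wells holding fewer than 50 cells, flagged as toxic or sparse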;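 also: U2OS osteosarcoma cells stably expressing GPR55 and beta-arrestin-GFP; plate controls were DMSO negative control for no effect and LPI positive control for full effect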
HEK293 NOD2/NF-kB – inhibition of NOD2-driven NF-kB reporter – cell-based, luminescence, uHTS, HEK293 (AID 1566). HEK293 NOD2/NF-kB luciferase reporter, luminescence; higher % means a stronger effect. inhibition, % at 4 µM, or EC50 in µM where a hit was titrated. 290,000 compounds, 0.63% hits; also: many of its hits are not listed in these tables
Dynein cargo inh cytoplasmic EGFP – second read-out of Dynein cargo inh, no call of its own (marks repeat the call); z-score; measured here: cytoplasmic GR-EGFP intensity; active compounds read high
Dynein cargo inh nuclear GR-EGFP – also measured in Dynein cargo inh; calls as there; z-score; measured here: nuclear GR-EGFP intensity;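 lower value marks the stronger effect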
Dynein cargo inh cell count – second read-out of Dynein cargo inh, no call of its own (marks repeat the call); z-score; measured here: cell count per field
Starred values were filed as active, the others as inactive; u = inconclusive; x = not tested or not shown; [ ] = another dose, or the depositor's remark. Rule as the data show it, unless noted: active = inhibition above about 50%; inactive = the rest. An excerpt; count on the stated rates, not on these rows.

SMILES	KOR beta-arrestin-1	M1AAP inhibition	KOR beta-arrestin-2	AID2073	M17LAP inhibition	NOD1 NF-kB reporter	Dynein cargo inh	Dynein cargo inh cytoplasmic EGFP	Dynein cargo inh nuclear GR-EGFP	Dynein cargo inh cell count	GPR55 activation	HEK293 NOD2/NF-kB
CCOCc1nnc(NC(=O)c2cc(OC)cc(OC)c2)s1	8%	2%	-0.2%	-8%	12%	-37%	0.066	0.12	0.19	-0.56	-0.2%	-4%
O=C(CSc1nnc(-c2cccs2)n1-c1ccccc1)NCC1CCCO1 (stereo not drawn)	-13%	1%	4.0%	-1%	14%	2%	0.38	-0.27	0.37	0.77	0.0%	7%
CCc1ccccc1NC(=O)NNC(=O)c1ccc2ccccc2c1O	-24%	x	3.7%	9%	x	-8%	x	x	x	x	-0.1%	15%
COc1ccc(Nc2nc(N3CCOCC3)nc(N3CCOCC3)n2)cc1Cl	7%	x	0.7%	42%	x	-6%	x	x	x	x	0.3%	-7%
OC(CN1CCN(c2ccc(F)cc2)CC1)c1ccc(Cl)cc1 (stereo not drawn)	11%	x	-2.9%	1%	x	3%	x	x	x	x	0.0%	-14%
O=C(Nc1cccc(O)c1)N1CCOCC1	14%	-2%	-4.4%	-19%	2%	-7%	-0.66	-0.25	-0.46	0.12	-0.3%	13%
CN1CCN(c2ccc([N+](=O)[O-])cc2C(=O)c2ccc(Cl)cc2)CC1	-23%	8%	-1.1%	4%	4%	3%	1.6	-0.11	0.53	-2.7	0.1%	16%
CC1=C(C(=O)N2CCOCC2)C(c2cccc(C)c2)NC(=S)N1 (stereo not drawn)	20%	4%	-0.4%	-49%	-8%	-8%	-0.65	-0.29	-0.63	0.0017	-0.2%	8%
CCOCCCN(CCC#N)S(=O)(=O)c1ccc(S(=O)(=O)N2CCCC2)cc1	9%	11%	-3.7%	-1%	-8%	19%	-1.4	-0.42	-0.82	0.57	-0.1%	4%
Cc1cccc(C)c1OCC(=O)N(Cc1cccs1)C1CCS(=O)(=O)C1 (stereo not drawn)	-1%	-6%	-3.1%	-7%	-11%	4%	0.65	0.66	0.42	-0.67	-0.3%	23%
O=C(CCCCCN1C(=O)c2ccccc2C1=O)NCc1ccco1	25%	20%	-4.7%	-2%	2%	2%	-0.6	0.31	0.31	1.2	-0.1%	7%
Cc1cccc(N(C)c2ccc3cc(S(=O)(=O)N4CCCC4)ccc3n2)c1	-40%	x	18%	u	x	48%	x	x	x	x	0.4%	15%
O=C(/C=C\Nc1cccc(F)c1)c1cccs1	-20%	6%	-2.5%	19%	-9%	-44%	-0.39	-0.2	-0.5	1.2	-0.3%	-173%
CCCCN(CCCC)CCNC(=O)c1cn(C)c2ccc(S(=O)(=O)N3CCCC3)cc2c1=O	-8%	x	0.7%	-4%	x	-22%	x	x	x	x	-0.1%	-3%
O=C(CSc1ncn[nH]1)N/N=C/c1ccc(Br)cc1	-5%	x	2.3%	10%	x	-15%	x	x	x	x	-0.1%	10%
COc1ccc(C(C#N)Nc2ccc(C)cc2)cc1 (stereo not drawn)	20%	2%	-11%	-11%	18%	-6%	-0.8	-0.23	-0.28	1	-0.1%	8%
CCOC(=O)c1c(CN2CCN(CCO)CC2)n(-c2ccccc2)c2cc(Br)c(O)cc12	16%	7%	2.2%	-5%	5%	5%	0.81	0.53	0.12	-1.5	0.3%	27%
CN1CCN(C(=O)C23CC4CC(C2)CC(c2ccccc2)(C4)C3)CC1	2%	7%	-2.5%	-13%	-1%	-23%	-0.62	0.44	-0.09	0.2	0.1%	16%
CCC(=O)n1nc(-c2ccc(Cl)cc2)nc1N	-45%[20 µM]	-1%	x	6%	-2%	-29%	0.28	-0.28	0.046	0.52	-0.1%	3%
COc1ccc(CCN(C(=O)C(F)(F)F)C(C(=O)NC2CCCC2)c2cccs2)cc1 (stereo not drawn)	-12%	2%	3.6%	14%	-3%	-10%	3.3	-0.12	1.3	-2.5	-0.3%	6%
CCn1nc(C(=O)N2CCN(Cc3ccc4c(c3)OCO4)CC2)c2ccccc2c1=O	-15%	4%	x	1%	4%	-1%	-0.2	-0.08	0.018	0.4	-0.1%	-1%
CS(=O)(=O)N1CCN(c2ccccc2NC(=O)c2ccc(-c3ccc(Cl)cc3Cl)o2)CC1	9%	7%	1.1%	27%	6%	-25%	-0.63	-0.018	0.15	1.9	-0.2%	-58%
CC1CCCN(C(=O)CCS(=O)(=O)c2ccc3c(c2)NC(=O)C(C)S3)C1 (stereo not drawn)	-34%	x	-4.2%	3%	x	-4%	x	x	x	x	0.2%	19%
O=C(Nc1ccc(Cl)cc1)ON=C1CCCC1	3%	5%	13%	-2%	3%	-33%	-0.00035	-0.21	0.027	0.34	-0.3%	-60%
CCCCn1c(=NC(=O)c2ccco2)c(C(=O)OCC)cc2c(=O)n3ccccc3nc21	-4%	14%	3.5%	46%	-311%	-14%	-1.2	-0.39	-0.31	0.98	0.3%	18%
Cc1nn(Cc2ccc(C(=O)NN)cc2)c(C)c1Cl	11%	5%	2.5%	10%	-3%	-7%	-0.085	-0.23	-0.085	-0.19	0.0%	-3%
CC1(C)Cc2c(sc3c2c(N)nc(=S)n3Cc2ccccc2)CO1	-113%	6%	2.2%	24%	4%	-31%	-0.84	-0.24	-0.36	0.13	-0.2%	20%
C=CCn1c(SCC(=O)N2CCOCC2)nc2sc3c(c2c1=O)CCCC3	8%	8%	-3.3%	-5%	4%	-3%	-0.7	-0.25	-0.62	-0.41	0.2%	4%
CN(CCOc1ccccc1)C(=O)C1CCN(C(=O)c2ccc(F)cc2)CC1	25%	x	-2.9%	2%	x	16%	x	x	x	x	0.4%	5%
CC1CN(c2ncnc3c2cnn3-c2ccc(Cl)cc2)CC(C)O1 (stereo not drawn)	-14%	4%	3.5%	2%	-3%	-70%	1.6	-0.033	1.3	-0.99	-0.2%	-128%
CCN(CC)S(=O)(=O)c1cccc(-c2nnc(SCC(=O)c3cc(C)n(C4CC4)c3C)o2)c1	11%	x	0.1%	3%	x	-2%	x	x	x	x	-0.1%	20%
COc1cc(-c2cc(=O)c3c(O)c(OC)c(OC)c(O)c3o2)ccc1O	-11%	15%	2.6%	26%	11%	-7%	0.056	-0.27	0.18	0.56	0.5%	-23%
COc1cc(/C=C/C(=O)Nc2nnc(C(C)(C)C)s2)cc(OC)c1OC	-13%	4%	2.9%	-15%	5%	-6%	1.7	-0.22	1.5	-1.3	-0.4%	-4%
O=C(N/N=C/c1ccc([N+](=O)[O-])cc1)c1cc(C2CC2)nc2ccccc12	x	6%	4.1%	11%	14%	9%	-0.63	-0.18	-0.29	0.59	0.3%	-11%
OCCNc1nc(Nc2ccc(Br)cc2)nc2ccccc12	-31%	4%	1.1%	6%	1%	20%	0.78	-0.18	0.44	-0.14	1.0%	2%
COc1ccc(-n2c(COc3ccc(C)cc3)nnc2SCc2ccc(C#N)cc2)cc1	1%	-2%	4.4%	-6%	-1%	-17%	0.52	-0.31	0.37	0.059	-0.1%	12%
CN1C(=O)[C@H]2[C@@H](C3CC3)N3C(=O)CN(Cc4ccccn4)C(=O)[C@@]3(Cc3ccccc3)[C@H]2C1=O	-29%[20 µM]	x	-5.5%	-2%	x	-26%	x	x	x	x	-0.2%	-1%
Cc1cc(C(F)F)n2nc(C(=O)Nc3cccc(S(=O)(=O)N4CCOCC4)c3)nc2n1	-26%	x	8.1%	15%	x	-20%	x	x	x	x	-0.1%	-10%
COc1ccc(C(=O)OCCc2sc[n+](CC(=O)c3ccccc3)c2C)cc1	-5%	x	-1.7%	0%	x	14%	x	x	x	x	0.3%	-14%
COc1ccc(NC(=O)/C=C/c2c(Cl)nc3ccccn23)cc1	0%	5%	-4.9%	3%	-6%	-30%	0.47	-0.12	0.48	-1.2	-0.3%	-13%
